# HTR5A inv ctr: HTR5A inverse agonism, opioid heterodimer counter-screen; 340,000 compounds, 0.083% hits; inhibition, % at 9.3 µM; HTR5A cell line, luminescence; P47898; AID 504634; in the data active = inhibition mostly above about 23%, no sharp cut-off; inactive = mostly below about 18%;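 also: 0% = cells with DMSO and 100% = no-cell wells with DMSO; some compounds called inactive have numbers as strong as hits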
# Target sequence (P47898 whole entry, looked up): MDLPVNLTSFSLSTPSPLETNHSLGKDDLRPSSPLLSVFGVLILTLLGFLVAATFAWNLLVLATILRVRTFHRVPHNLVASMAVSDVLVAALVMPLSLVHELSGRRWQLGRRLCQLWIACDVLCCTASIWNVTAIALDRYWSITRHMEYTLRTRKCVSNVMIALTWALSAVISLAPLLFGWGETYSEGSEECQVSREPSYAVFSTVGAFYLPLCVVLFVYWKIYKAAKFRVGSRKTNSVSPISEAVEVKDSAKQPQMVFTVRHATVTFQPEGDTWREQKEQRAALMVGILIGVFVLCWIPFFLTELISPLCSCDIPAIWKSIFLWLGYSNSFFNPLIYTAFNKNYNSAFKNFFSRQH
# OPRM1-OPRD1 ag: agonists of human mu-delta opioid receptor heterodimerization. cells, OPRM1-OPRD1 heterodimerization, luminescence. activation, % at 9.3 µM. 340,000 compounds, 0.3% hits; in the data active = activation above about 18%;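 also: 0% = vehicle-treated cells and 100% = reference agonist; values of inactives mirror those of a sister screen read the other way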
# Target sequence (P35372 whole entry, looked up): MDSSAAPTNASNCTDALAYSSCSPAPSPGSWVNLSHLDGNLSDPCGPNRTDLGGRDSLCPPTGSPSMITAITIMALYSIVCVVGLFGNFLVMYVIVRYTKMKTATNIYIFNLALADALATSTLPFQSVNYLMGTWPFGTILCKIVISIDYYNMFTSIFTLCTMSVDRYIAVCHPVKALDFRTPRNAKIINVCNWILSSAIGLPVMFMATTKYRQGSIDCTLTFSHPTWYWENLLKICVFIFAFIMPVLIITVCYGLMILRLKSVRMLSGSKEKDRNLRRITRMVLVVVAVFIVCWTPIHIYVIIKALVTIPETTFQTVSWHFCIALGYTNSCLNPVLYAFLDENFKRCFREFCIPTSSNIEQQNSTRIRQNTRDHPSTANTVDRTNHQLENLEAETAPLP
# Target sequence (P41143 whole entry, looked up): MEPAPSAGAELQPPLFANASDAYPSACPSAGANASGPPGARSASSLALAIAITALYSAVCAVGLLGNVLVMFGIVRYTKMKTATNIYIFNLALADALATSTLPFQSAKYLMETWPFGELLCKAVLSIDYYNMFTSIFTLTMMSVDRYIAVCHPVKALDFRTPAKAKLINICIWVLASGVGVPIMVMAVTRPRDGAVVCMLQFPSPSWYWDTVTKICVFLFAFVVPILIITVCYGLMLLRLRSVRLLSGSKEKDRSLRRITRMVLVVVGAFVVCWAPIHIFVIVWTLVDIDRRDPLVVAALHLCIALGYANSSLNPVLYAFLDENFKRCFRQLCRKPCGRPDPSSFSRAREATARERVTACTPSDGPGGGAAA
# OPRM1-OPRD1 inv: inverse agonists of human mu-delta opioid receptor heterodimerization; P35372+P41143; cell-based MOR-DOR heterodimer luminescence, inverse agonism; inhibition, % at 9.3 µM; 340,000 compounds, 0.21% hits; AID 504357; in the data active = inhibition above about 22%, passing the limit was not always enough;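 also: 0% = cells with DMSO and 100% = wells without cells with DMSO; values of inactives mirror those of a sister screen read the other way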
# Arrestin-AP2 inh: human beta-arrestin and AP2 interaction inhibition. 340,000 compounds, 0.31% hits. inhibition, % at 10 µM. FITC-arrestin peptide / GST-AP2 beads, flow cytometry; AP2 beta2 appendage carries R879A mutation;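 active = inhibition above a set limit, near 3 SD of compounds lacking own fluorescence, cut at about 54% in these data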;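 also: plate controls were DMSO wells for no effect and 5 µM unlabelled arrestin peptide for full effect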
#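 Assay system: GST-AP2 R879A bound to glutathione beads, E. coli-expressed; Medium: PBS with 0.05% Tween 20 and 0.1% BSA; Also added: fluorescein-tagged arrestin peptide at 50 nM final; Timing: 12 min plus 1 h, RT; Measured by: flow cytometry, FL1 (488/535 nm); Evaluation: percent drop in bead-associated FITC signal.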
# HTR5A ag: HTR5A agonism, opioid heterodimer counter-screen. 340,000 compounds, 0.61% hits. HTR5A agonist assay, luminescence, cell-based. AID 504692. P47898. activation, % at 9.3 µM; in the data active = activation mostly above about 9.5%, no sharp cut-off; inactive = mostly below about 7.6%;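 also: 0% = cells with vehicle only and 100% = reference agonist; strong numbers were not always called active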
# DAGLB inh: diacylglycerol lipase beta (human) inhibition. Q8NCG7. HEK293T DAGLB membrane lysate, EnzChek fluorogenic substrate. inhibition, % at 5.17 µM. 340,000 compounds, 0.059% hits. AID 504411; in the data active = inhibition above about 34%;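 also: 0% = enzyme with vehicle and 100% = wells lacking enzyme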
# PKA-R1A act: activators of PKA-R1A complex | activation, % at 11.4 µM | P00514+P68181 | 340,000 compounds, 0.083% hits | PKA-R1A dissociation, Cy5-IP20 fluorescence polarization; scaled: DMSO 0%, 113 µM cGMP 100%;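 active = percent activation above the mean of all tested compounds plus 3 SD, cut at about 19% in these data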;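 also: higher means more PKAc released from R1A so a rise in polarization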
# V-ATPase pH: alters yeast V-ATPase proton transport; S. cerevisiae, pHLuorin cytosolic pH fluorescence; response, % at 10 µM; 350,000 compounds, 0.37% hits; AID 504577; in the data active = response mostly above about 7.3%, no sharp cut-off; inactive = mostly below about 5.4%; also: actives read high; inactives centre near 0; some compounds called inactive have numbers as strong as hits; reference of the scale not given here
# PKA-R2B act: activates the human PKA-R2B holoenzyme complex. P22694+P31323. PKA-R2B holoenzyme dissociation, Cy5-IP20 fluorescence polarization; R2B truncated from residue 108, S112A mutant; 0% DMSO only, 100% 113 µM cGMP. activation, % at 11.4 µM. 340,000 compounds, 0.079% hits. AID 504700;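 active = activation above a cutoff set at the mean over all compounds plus 3 SD, cut at about 18% in these data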;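 also: higher means more holoenzyme dissociation and a rise in polarization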
# DSG3 Ab inh: blocks pemphigus antibody binding to human desmoglein-3 | P32926 | DSG3-coupled beads, scFv-anti-DSG3-GFP binding, flow cytometry; hits give low values | binding (percent of control), % at 10 µM | 310,000 compounds, 0.48% hits | AID 588358;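 active = binding more than 3 SD below its plate's average and above zero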;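 also: hits lower antibody fragment binding to DSG3; some compounds called inactive have numbers as strong as hits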
# * = called active by the depositor; x = not tested or not shown.
# Abbreviations – A = HTR5A inv ctr; B = OPRM1-OPRD1 ag; C = OPRM1-OPRD1 inv; D = Arrestin-AP2 inh; E = HTR5A ag; F = DAGLB inh; G = PKA-R1A act; H = V-ATPase pH; I = PKA-R2B act; J = DSG3 Ab inh
SMILES: CCc1cccc(C)c1NC(=O)CN1CCN(S(=O)(=O)c2ccc(C(C)(C)C)cc2)CC1
  A: 6	B: 6.2	C: -33	D: -6	E: 2	F: -9	G: 4	H: -3	I: -17	J: 93
SMILES: O=C(NCCCN1CCCC1=O)C1CCN(S(=O)(=O)c2cccc(Cl)c2Cl)CC1
  A: -5	B: -2.3	C: 10	D: 25	E: 2	F: -1	G: -23	H: 0	I: 2	J: 102
SMILES: CC(C)Nc1nnc(Sc2ccc(Cl)cc2[N+](=O)[O-])s1
  A: 5	B: 6.4	C: -33	D: 6	E: 2	F: 1	G: -5	H: -3	I: -2	J: 90
SMILES: CCC1OC(=O)C(C)C(OC2C[C@@](C)(OC)C(O)C(C)O2)C(C)C(O[C@@H]2OC(C)CC(N(C)C)C2O)[C@](C)(O)CC(C)C(=NOCOCCOC)C(C)C(O)[C@]1(C)O (some centres not stated)
  A: 1	B: -2.4	C: 13	D: -3	E: 0	F: 3	G: 3	H: -4	I: -6	J: 97
SMILES: Cc1ccccc1Nc1nc(N)nc(CSc2nc3ccccc3c(=O)n2CCCO)n1
  A: 14	B: -2.9	C: 16	D: 3	E: -5	F: -2	G: -11	H: -3	I: -4	J: 103
SMILES: C=CCNC(=O)N1c2ccccc2Sc2ccccc21
  A: -5	B: -2.0	C: 9	D: -9	E: 1	F: -4	G: -4	H: -1	I: 14	J: 99
SMILES: CCNC(=O)COc1ncnc2scc(-c3ccc(F)cc3)c12
  A: 18	B: -0.7	C: 4	D: -1	E: -2	F: -1	G: -2	H: -1	I: -16	J: 97
SMILES: C=C(Br)Cn1c(CC)nc2ccccc21
  A: -29	B: -0.5	C: 3	D: 2	E: 11	F: 4	G: 6	H: -6	I: -5	J: 106
SMILES: CC(CC(=O)NC1CCCCC1)S(=O)(=O)c1ccc2c(c1)NC(=O)CO2 (configuration not stated)
  A: -3	B: -2.9	C: 15	D: -4	E: 0	F: -4	G: -5	H: 5	I: 0	J: 101
SMILES: N#C/C(=C\c1c(N2CCC(C(N)=O)CC2)nc2ccccn2c1=O)C(=O)NC1CCCCC1
  A: -6	B: -1.7	C: 9	D: -6	E: 0	F: 0	G: 5	H: 3	I: -7	J: 94
SMILES: O=C(Nc1ccc(S(=O)(=O)N2CCCC2)cc1)c1ccc([N+](=O)[O-])cc1
  A: 7	B: 3.9	C: -25	D: 16	E: -2	F: -2	G: -3	H: 3	I: 3	J: 98
SMILES: COc1ccc(C(C2C(=O)CC(C)(C)CC2=O)C2C(=O)CC(C)(C)CC2=O)cc1CO
  A: -4	B: 1.1	C: -5	D: 47	E: 1	F: -2	G: -5	H: 3	I: 2	J: 97
SMILES: Cc1cccc(-n2cnc3c(sc4nc(N5CCOCC5)c5c(c43)CCCC5)c2=O)c1
  A: 4	B: -0.1	C: 1	D: -15	E: 2	F: -6	G: 3	H: -4	I: -2	J: 97
SMILES: Cc1c(NC(=O)/C(C#N)=C/c2ccccc2)c(=O)n(-c2ccccc2)n1C
  A: 0	B: -0.6	C: 3	D: -4	E: 0	F: -3	G: -13	H: 0	I: -2	J: 81
SMILES: CC(OC(=O)c1ccc2ncsc2c1)C(=O)NC1CCCCC1C (configuration not stated)
  A: -13	B: 0.1	C: 0	D: 0	E: -8	F: 3	G: 4	H: 0	I: 1	J: 96
SMILES: COC(=O)c1ccc(S(=O)(=O)c2ccc(Cl)cc2)c(N)c1
  A: 6	B: 3.1	C: -16	D: 20	E: -2	F: 1	G: 11	H: -6	I: -3	J: 93
SMILES: Cc1ccc(-c2nc(CSCC(=O)N3CCOCC3)c(C)o2)cc1
  A: -21	B: -0.5	C: 2	D: -6	E: 7	F: -2	G: -7	H: 4	I: -6	J: x
SMILES: COc1cc2nc(=S)n3[nH]c(COc4ccccc4C)nc3c2cc1OC
  A: -7	B: -3.9	C: 21	D: -3	E: -1	F: 2	G: -10	H: 6	I: -3	J: 127
SMILES: CC(C)CN1C(=O)c2ccc(C(=O)Nc3nccs3)cc2C1=O
  A: 11	B: -2.8	C: 15	D: 6	E: -3	F: 1	G: -8	H: 1	I: -7	J: 82
SMILES: CCOC(=O)CN1C(=O)S/C(=C/c2ccc3c(c2)n(C)c(=O)n3C)C1=O
  A: 2	B: -1.4	C: 8	D: -5	E: -3	F: 1	G: -1	H: -2	I: 0	J: 127
SMILES: CCC(C)N1C(=O)S/C(=C/c2ccc(Sc3nc4ccccc4[nH]3)o2)C1=O (configuration not stated)
  A: 20	B: 0.5	C: -3	D: 27	E: -8	F: -2	G: 1	H: -1	I: 3	J: 95
SMILES: COc1ccc(NCC(=O)Nc2ccc(Br)cc2F)c(OC)c1
  A: 12	B: -0.5	C: 2	D: -14	E: 0	F: 2	G: -6	H: 2	I: 2	J: 101
SMILES: COc1ccc(-c2csc(N(CCCN(C)C)C(=O)c3cc(OC)c(OC)c(OC)c3)n2)cc1
  A: 12	B: -4.3	C: 21	D: 19	E: -3	F: 0	G: -8	H: 0	I: -1	J: 114
SMILES: CC(C)C[C@H](NC(=O)c1nc[nH]c1C(=O)NCc1ccccc1)C(=O)OCc1ccccc1
  A: -12	B: 7.5	C: -42	D: 1	E: 5	F: -1	G: -14	H: 2	I: -4	J: 106
SMILES: NC(=O)c1c(NC(=O)c2ccc(N3C(=O)CCC3=O)cc2)sc2c1CCCC2
  A: 1	B: -0.7	C: 3	D: -5	E: 0	F: 6	G: -5	H: x	I: -18	J: 111
SMILES: Cn1c(SCC(=O)N/N=C/c2ccco2)nc2ccccc21
  A: 27	B: -0.7	C: 4	D: 15	E: 5	F: -2	G: 2	H: -3	I: -4	J: 102
SMILES: O=C1C(C=NCc2ccccn2)=C(O)c2ccccc21
  A: -2	B: -2.5	C: 14	D: 28	E: 1	F: -1	G: 2	H: 7	I: -1	J: 111
SMILES: Cc1ccsc1/C=N/Nc1ncnc2nc[nH]c12
  A: -27	B: -2.1	C: 11	D: -4	E: 10	F: 1	G: -5	H: -3	I: 0	J: 95
SMILES: Cc1cc2cc(CNC(=O)c3ccco3)ccc2n1C
  A: 1	B: -1.5	C: 8	D: 16	E: -1	F: 1	G: -11	H: 3	I: 3	J: 91
SMILES: O=C(c1cccc(Oc2ccc([N+](=O)[O-])cc2Cl)c1)N1CCOCC1
  A: 13	B: -0.6	C: 3	D: -9	E: 5	F: -1	G: -1	H: -4	I: -3	J: x
SMILES: C=CCN1C=C2C(=O)C(C)(OC(=O)c3ccc(OC)cc3)C(=O)C(c3ccco3)=C2C=C1CCCC (configuration not stated)
  A: -33	B: 3.7	C: -17	D: 7	E: 8	F: -2	G: -8	H: -1	I: 4	J: 96
SMILES: O=C(O)CNS(=O)(=O)c1ccc(F)cc1
  A: 6	B: -1.8	C: 10	D: 0	E: -2	F: 1	G: 13	H: 3	I: 4	J: 103
SMILES: CC(=O)CCc1ccccc1
  A: -6	B: -2.1	C: 11	D: -5	E: 4	F: 1	G: 11	H: 3	I: -12	J: 101
SMILES: O=S(=O)(c1ccc2c(c1)nc(COc1ccc(Cl)cc1)n2CC1CCCO1)N1CCOCC1 (configuration not stated)
  A: -14	B: -2.0	C: 12	D: 24	E: 2	F: -1	G: 4	H: -5	I: -1	J: x
SMILES: O=c1c2ccccc2nc2n1C(CSCc1ccc(Cl)cc1)CS2 (configuration not stated)
  A: -14	B: 0.6	C: -3	D: -1	E: 7	F: -1	G: 1	H: 1	I: -2	J: 103
SMILES: O=C(Cn1cnc2c(cnn2-c2ccccc2)c1=O)N1CCCc2ccccc21
  A: -8	B: -0.5	C: 3	D: 7	E: 4	F: 0	G: 5	H: -4	I: -2	J: 100
SMILES: Clc1ccc2nnc(Cl)n2n1
  A: -4	B: -0.5	C: 3	D: -21	E: 2	F: 0	G: -2	H: 1	I: -1	J: 101
SMILES: Cc1ccc(C)c(OCc2cc(C(=O)N3CCN(c4cnccn4)CC3)no2)c1
  A: -1	B: -0.9	C: 5	D: -14	E: 0	F: 0	G: -5	H: -1	I: -3	J: 105
SMILES: Cc1ccc(/C=N/NS(=O)(=O)c2ccc([N+](=O)[O-])cc2)o1
  A: -11	B: 1.0	C: -4	D: 14	E: 2	F: 1	G: -6	H: 2	I: -5	J: 99
SMILES: Nc1c(-c2ccccc2)c(CN2CCOCC2)nn1-c1ccc(F)cc1
  A: 3	B: -1.6	C: 8	D: 6	E: -1	F: 0	G: 6	H: 0	I: 0	J: 101
SMILES: Cc1nc2c3ccccc3[nH]c(=O)n2n1
  A: -1	B: -3.6	C: 18	D: 6	E: -2	F: -1	G: -3	H: -3	I: 1	J: 103
SMILES: CSCC[C@H](NC(=O)NCCC1=CCCCC1)C(=O)O
  A: 4	B: -2.8	C: 16	D: 24	E: -1	F: 2	G: 5	H: 0	I: -6	J: 107
SMILES: O=C(Nc1ccc2ccccc2c1)c1ccccc1[N+](=O)[O-]
  A: -1	B: -2.1	C: 10	D: 4	E: 0	F: -2	G: -6	H: 2	I: -8	J: x
SMILES: COC(=O)c1c(C(=O)OC)c(C)n(Cc2cccnc2)c1C
  A: -34	B: -3.2	C: 19	D: 7	E: -3	F: 1	G: 0	H: -1	I: -1	J: 90
SMILES: COc1cc(O)c(C(CCN2CCOCC2)c2ccc3c(c2)OCO3)c(OC)c1 (configuration not stated)
  A: -9	B: -3.3	C: 15	D: -2	E: 2	F: 4	G: -9	H: -3	I: -2	J: 106
SMILES: S=C(c1ccc(-c2ccccc2)cc1)N1CCOCC1
  A: 18	B: -3.0	C: 14	D: 1	E: -5	F: -1	G: 0	H: -4	I: -13	J: 126

# An excerpt from above in order of heavy-atom count, ascending:
# Abbreviations – A = HTR5A inv ctr; B = OPRM1-OPRD1 ag; C = OPRM1-OPRD1 inv; D = Arrestin-AP2 inh; E = HTR5A ag; F = DAGLB inh; G = PKA-R1A act; H = V-ATPase pH; I = PKA-R2B act; J = DSG3 Ab inh
SMILES: Clc1ccc2nnc(Cl)n2n1
  A: -4	B: -0.5	C: 3	D: -21	E: 2	F: 0	G: -2	H: 1	I: -1	J: 101
SMILES: Cc1ccc(/C=N/NS(=O)(=O)c2ccc([N+](=O)[O-])cc2)o1
  A: -11	B: 1.0	C: -4	D: 14	E: 2	F: 1	G: -6	H: 2	I: -5	J: 99
SMILES: COC(=O)c1c(C(=O)OC)c(C)n(Cc2cccnc2)c1C
  A: -34	B: -3.2	C: 19	D: 7	E: -3	F: 1	G: 0	H: -1	I: -1	J: 90

# Compounds above with bromine (2):
# Abbreviations – A = HTR5A inv ctr; B = OPRM1-OPRD1 ag; C = OPRM1-OPRD1 inv; D = Arrestin-AP2 inh; E = HTR5A ag; F = DAGLB inh; G = PKA-R1A act; H = V-ATPase pH; I = PKA-R2B act; J = DSG3 Ab inh
SMILES: C=C(Br)Cn1c(CC)nc2ccccc21
  A: -29	B: -0.5	C: 3	D: 2	E: 11	F: 4	G: 6	H: -6	I: -5	J: 106
SMILES: COc1ccc(NCC(=O)Nc2ccc(Br)cc2F)c(OC)c1
  A: 12	B: -0.5	C: 2	D: -14	E: 0	F: 2	G: -6	H: 2	I: 2	J: 101
